FLuc inh counter = Photinus pyralis luciferase inhibition counter-screen | P08659 | ATPLite firefly luciferase biochemical luminescence, 10 min | inhibition, % at 10 µM | actives 1.5% (n = 200,000);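 active = inhibition above about 50% when tested at 10 µM, limit read from the data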
RAM network inh = inhibitors of the yeast RAM network; actives 1.8% (n = 190,000); AID 868; S. cerevisiae dse1pr::URA3 reporter, 5-FOA growth OD615, 2 d; analog-sensitive cbk1-as2 kinase mutant strain; inhibition, % at 50 µM;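 active = inhibition above a set limit, 3 SD over mean compound inhibition, cut at about 8.4% in these data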;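 also: 0% = DMSO-only wells with no growth and 100% = 10 µM 1-NA-PP1 full growth; inhibition rescues growth on 5-FOA so higher OD means more RAM inhibition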
TNAP inh hiacc = blocks human TNAP under high phosphate acceptor concentration | actives 0.03% (n = 200,000) | inhibition, % at 20 µM | purified TNAP, CDP-star luminescence, 1 M DEA;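 active = over 50% inhibition of tissue-nonspecific alkaline phosphatase at 20 µM in the single-dose screen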;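 also: plate controls were DMSO wells for no effect and EDTA-quenched wells as full inhibition for full effect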
Target sequence (P05186 whole entry, looked up): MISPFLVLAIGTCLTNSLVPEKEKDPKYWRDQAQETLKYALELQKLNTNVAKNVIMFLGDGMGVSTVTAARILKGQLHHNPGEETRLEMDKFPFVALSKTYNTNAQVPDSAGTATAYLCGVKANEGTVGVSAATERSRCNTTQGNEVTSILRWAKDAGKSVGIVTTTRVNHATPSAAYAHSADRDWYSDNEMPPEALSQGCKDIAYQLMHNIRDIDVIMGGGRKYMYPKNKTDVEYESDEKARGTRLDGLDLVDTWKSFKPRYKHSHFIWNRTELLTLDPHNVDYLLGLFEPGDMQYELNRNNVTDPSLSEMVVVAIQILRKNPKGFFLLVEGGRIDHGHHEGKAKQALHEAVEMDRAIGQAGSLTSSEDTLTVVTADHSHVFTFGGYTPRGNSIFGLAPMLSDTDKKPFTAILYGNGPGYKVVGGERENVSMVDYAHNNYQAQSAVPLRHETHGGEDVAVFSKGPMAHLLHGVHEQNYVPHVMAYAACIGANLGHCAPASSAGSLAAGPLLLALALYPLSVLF
TNAP act hi DEA = increases human TNAP activity under high phosphate acceptor concentration | 200,000 tested, under 10 active | activation factor at 20 µM | P05186 | purified TNAP, CDP-star luminescence, 1 M DEA, 30 min; hits give high values; 0 = EDTA background, 1 = DMSO-only activity;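 active = activation factor at least 2 at 20 µM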
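system = human TNAP | amount = enzyme diluted 1/800 final | reagent = 100 µM CDP-star substrate | signal = luminescent substrate turnover signal | dosing = one dose, 20 µM | benchmarks = EDTA negative control, DMSO positive control | measure = activation factor | timing = 30 min reaction, room temperature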
L major viab = reduces viability of Leishmania major promastigotes; inhibition, % at 10 µM; actives 9% (n = 200,000); resazurin fluorescence viability; in the data active = inhibition above about 50%;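 also: promastigotes grown with compound for 44 hours at 28 °C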
bIAP inh = intestinal alkaline phosphatase (bovine) inhibition | purified bovine IAP, CDP-star luminescence, 30 min | inhibition, % at 20 µM | 190,000 tested, under 10 active;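 active = over 50% inhibition of intestinal alkaline phosphatase at 20 µM in the single-dose screen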
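Incubation: 30 min reaction at room temperature / Material: purified bovine intestinal alkaline phosphatase (IAP) enzyme / Input: enzyme at 1/65,000,000 dilution / Dosing: 20 µM single dose / Signal: CDP-star luminescence signal / Reagent: CDP-star chemiluminescent phosphatase substrate, 30 µM final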
TNAP inh noacc = blocks human TNAP activity with no phosphate acceptor present. purified TNAP, CDP-star luminescence, 30 min. actives 0.26% (n = 200,000). inhibition, % at 20 µM. P05186;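 active = tissue-nonspecific alkaline phosphatase inhibition above about 50% at 20 µM in the single-dose screen, limit read from the data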;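 also: 0% = DMSO negative control and 100% = EDTA positive control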
APP 5UTR inh = APP translation inhibition | SH-SY5Y APP 5'UTR-luciferase reporter, luminescence | inhibition, % at 2 µM | actives 0.82% (n = 190,000) | AID 1285;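 active = inhibition above a set limit, derived from the sample mean plus 3 SD, cut at about 45% in these data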; also: values of inactives mirror those of a sister screen read the other way
bIAP activator = increases bovine intestinal alkaline phosphatase activity; activation factor at 20 µM; purified bovine IAP, CDP-star luminescence, 30 min; hits give high values; fold of DMSO-control signal, blank-subtracted; actives 0.17% (n = 200,000);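 active = activation factor of 2 or more at 20 µM, a signal rise over negative controls twice the positive control's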
FLuc act counter = affects firefly luciferase, flagging false hits in luciferase stimulation screens. AID 1027. P08659. ATPlite luciferase biochemical, luminescence, 10 min; 0 = ATP-free wells, 1 = DMSO control. 200,000 tested, under 10 active. activation factor at 10 µM;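 active = luciferase activation factor, scaled between plate controls, of at least 2 with compound at 10 µM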
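Material: luciferase plus luciferin reagent, cell-free. Medium: PBS buffer for ATP. Also added: ATP substrate, dispensed from a 10.24 µM working solution in PBS. Doses: test compounds dosed from 2 mM stocks in 100% DMSO. Incubation: 10 min post-reagent at room temperature. Technique: light output (luminescence). Read-out basis: luminescence gain marking luciferase activators.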
Active calls of the source: *; . = no result given. Outcome played no part in choosing rows, and some 13% of all compounds hit somewhere here.

structure	TNAP inh hiacc	APP 5UTR inh	bIAP activator	TNAP inh noacc	FLuc inh counter	TNAP act hi DEA	FLuc act counter	L major viab	RAM network inh	bIAP inh
COc1cc(/C=N/OCC(=O)Nc2ccc(OC(F)F)cc2)ccc1OCc1ccccc1	1	-4	1	-30	4	1	1	1	8.4*	-5
COC(=O)c1c(-c2cccs2)csc1NC(=O)CSc1ncnc2sc(C)c(C)c12	-2	3	0.9	-10	-7	1	1.1	-1	7.2	5
Cc1nc(SCC(=O)N2CCN(C(=O)c3ccco3)CC2)c2c(C)c(C)sc2n1	-10	3	0.9	-18	-7	1.1	1.1	9	3.9	5
CCNS(=O)(=O)c1ccc(CCC(=O)NCc2ccccc2)cc1	0	-14	1.1	-8	-2	1	1	-3	0.4	-12
Cc1ccccc1Oc1cc(-n2ncc(Cl)c(Cl)c2=O)ncn1	1	95*	1.2	10	-9	1	1.1	100*	0.9	-24
COc1ccc(C(=O)CSc2nc(SC)ns2)cc1OC	-3	-11	1	3	-5	1	1	7	4.7	-1
CCn1c(Cc2ccccc2)nnc1SCc1ccc([N+](=O)[O-])cc1	-2	12	0.9	-19	-6	1	1.1	-3	3.3	15
Cc1ccc(S(=O)(=O)N2CCC(C(=O)C3C(=O)CCCC3=O)CC2)cc1	-4	-6	1.2	-3	-7	1	1.1	-10	-1.5	-19
O=C(N/N=C/c1ccccn1)c1cccc(S(=O)(=O)Nc2ccccc2Cl)c1	-1	2	1.3	-35	-7	1	1.1	5	0.0	-31
Cc1ccc(S(=O)(=O)N(C)C)cc1NC(=O)COC(=O)/C=C/c1ccc2c(c1)OCO2	-2	-2	0.8	-9	16	1	0.8	-6	9.3*	15
CCOc1ccc(N2C(=O)CC(NCCNc3ccc([N+](=O)[O-])cn3)C2=O)cc1 (stereo not given)	-5	2	0.9	-8	-9	1.1	1.1	5	-0.4	7
COc1ccccc1NC(=O)NCC(=O)Nc1c(C)cccc1C	-5	-8	1	-4	-6	1.1	1.1	-7	2.0	1
Cc1cc(Cl)ccc1C(=O)C1CCCN(C(=O)c2cscn2)C1 (stereo not given)	-4	-1	1	-5	-9	1	1.1	7	-1.1	3
Cc1cc2c(C)c(C)c(=O)[nH]c2cc1N	-3	-6	0.8	-11	-5	1	1	10	0.3	19
COc1ccc(Cc2c(C)nc(N)nc2Cl)cc1	1	9	0.9	-8	-3	1	1	-3	1.0	12
C#CCOCCOCCOCCNc1nc(N2CCN(C(=O)Cn3cc(CC(C)O)nn3)CC2)nc(N2CCN(C(=O)Cn3cc(CC(C)O)nn3)CC2)n1 (stereo not given)	-2	-11	1.1	-10	-5	1	1.1	-5	-0.1	-13
Cc1occc1C(=O)NC1CCCc2ccccc21 (stereo not given)	0	0	1	-2	3	1	1	6	0.6	4
O=C(COC(=O)[C@H](Cc1c[nH]c2ccccc12)NC(=O)c1ccc(Cl)cc1)Nc1ccc2c(c1)OCO2	-3	-4	0.9	-4	-4	1	1	100*	5.0	13
Cc1ccc(NC(=O)COC(=O)Cc2ccsc2)cc1S(=O)(=O)N1CCOCC1	-6	4	0.7	-11	-3	1.1	1	23	0.0	30
CC(=O)Nc1ccc(S(=O)(=O)Nc2ccc(NC(=O)c3ccco3)cc2)cc1	8	18	1	1	5	0.9	0.9	-2	0.6	4
COc1ccc(N2C(=O)C(CC(=O)Nc3ccccc3)N(Cc3cccs3)C2=O)cc1 (stereo not given)	-6	-16	0.9	-11	-3	1.1	1	-2	1.3	7
CCCCOC(=O)Nc1ccccc1C(=O)OC	0	-8	1	-8	-5	1	1	-3	0.7	0
O=C(NNc1nc2c(F)cccc2s1)C1COc2ccccc2O1 (stereo not given)	-4	19	1.1	-122	-4	1	1	1	5.7	-14
Cc1ccc(S(=O)(=O)NC2c3cccc4cccc(c34)C2Sc2n[nH]c(N)n2)cc1 (stereo not given)	5	16	1.1	-27	-4	1	1	-1	1.4	-7

RAM network inh: what is marked active above
structure | TNAP inh hiacc | APP 5UTR inh | bIAP activator | TNAP inh noacc | TNAP act hi DEA | RAM network inh | bIAP inh
COc1cc(/C=N/OCC(=O)Nc2ccc(OC(F)F)cc2)ccc1OCc1ccccc1 | 1 | -4 | 1 | -30 | 1 | 8.4* | -5
Cc1ccc(S(=O)(=O)N(C)C)cc1NC(=O)COC(=O)/C=C/c1ccc2c(c1)OCO2 | -2 | -2 | 0.8 | -9 | 1 | 9.3* | 15

(cont.)
structure	TNAP inh hiacc	APP 5UTR inh	bIAP activator	TNAP inh noacc	FLuc inh counter	TNAP act hi DEA	FLuc act counter	L major viab	RAM network inh	bIAP inh
COC(=O)C1=C(C)OC(N)=C(C#N)C1c1c(C)nn(C)c1C (stereo not given)	-9	3	0.9	-12	0	1.1	1	-7	0.7	10
COc1ccc(-c2ccc(Nc3ccc(C(=O)N4CCOCC4)cc3)nn2)cc1OC	-4	7	1	-7	-7	1	1.1	-2	-1.2	-2
COc1ccc(CC2(CO)CCN(Cc3cnn(-c4ccc(F)cc4)c3)CC2)cc1	-8	10	1.1	-8	-7	1.1	1.1	84*	0.0	-9
O=C(C1=C[C@H](c2ccc3c(c2)OCO3)C[C@H](OCCCCO)O1)N1CCN(Cc2ccc3c(c2)OCO3)CC1	-2	-13	1.3	-3	2	1	1	51*	1.9	-33
O=C(c1cccc(F)c1)N1CCN(CC2CC3C=CC2C3)CC1 (stereo not given)	-4	-2	0.9	-12	-8	1	1.1	85*	0.7	11
CCCS(=O)(=O)N1CCN=C1SCc1cccc2ccccc12	-3	-14	0.9	-7	0	1	1	22	1.7	10
O=S(=O)(Nc1nccs1)c1ccc(Nc2nnc(-c3ccccc3)c3ccccc23)cc1	-5	19	1	-10	-1	1.1	1	-6	2.9	-2
CCOC(=O)c1cccc(NC(=O)c2cncc(Br)c2)c1	-1	-17	0.9	-8	4	1	1	36	1.4	10
COc1ccc(CCNC(=O)/C=C\c2ccccc2)cc1OC	-2	-12	1.2	-8	-4	1	1	-6	0.3	-18
COc1ccc(CCNC(=O)CSc2nc3[nH]ncc3c(=O)n2-c2ccc(Br)cc2)cc1OC	-4	-20	1.5	-57	-2	1	1	-6	2.2	-51
CS(=O)(=O)N(CC(=O)N1CCC(C(N)=O)CC1)c1cc(C(F)(F)F)ccc1Cl	-5	12	1	-9	-2	1.1	1	-6	3.9	3
O=C(CCSc1ccccc1)OCn1nnc2ccccc2c1=O	-2	-5	1.1	-8	2	1	1	-3	1.2	-10
COc1ccccc1N1CCN(C(=O)/C=C/c2c(Cl)nc3ccccn23)CC1	-3	-21	1.2	-4	-4	1	1	10	2.0	-24
CCOc1ccccc1NC(=O)Cn1c(=O)sc2ccccc21	-1	-8	1	-5	-2	1	1	-4	3.5	2
O=S1(=O)CCC(N=Cc2cc(Br)ccc2O)C1 (stereo not given)	-2	14	0.9	-12	-6	1	1.1	15	0.7	10
COc1ccc(N2C(=O)C3CCCN3C2c2cc(OC)c(OC)c(OC)c2)cc1 (stereo not given)	-5	-10	1.1	-15	-4	1.1	1	-6	0.5	-8
Cc1ccc2nc(-c3ccc(NC(=O)COC(=O)c4ccc(=O)[nH]c4)cc3)sc2c1	-4	-165	1	-11	50*	1	0.5	38	2.7	-2
COc1ccc(OC)c(-c2cc(C(=O)Nc3c(C)nn(Cc4ccccc4)c3C)no2)c1	0	-17	0.9	-7	1	1	1	37	4.3	6
Cc1ccc(N2CC(C(=O)N3CCc4ccccc43)CC2=O)cc1 (stereo not given)	-7	0	0.9	-15	-5	1.1	1	-1	2.6	7
O=C(NCCCN1CCCC1)Nc1cccc2ccccc12	-2	10	1	-14	-3	1	1	-4	0.8	4
Cc1[nH]n(-c2ccccc2)c(=O)c1C1(C(F)(F)F)C(=O)N(c2ccccc2)C2=C1C(=O)CC(C)(C)C2 (stereo not given)	-7	1	1	-16	-5	1.1	1	-2	-0.4	-2
O=C(CCCOc1ccccc1)N1CCN(C(=O)c2ccco2)CC1	-4	-12	1.1	-11	-6	1	1.1	-7	0.1	-6
Cc1ccc2ncnc(NCCCCCC(=O)O)c2c1	-3	-13	1	-8	-7	1	1.1	9	0.8	3
COc1cc(OC)c(-c2nn3c(-c4cccnc4)nnc3s2)cc1OC	-2	.	1	13	-9	1	1.1	.	.	-4
Cc1ccc(-c2nn(C)c(=O)c3ccccc23)cc1S(=O)(=O)NCCN1CCOCC1	-4	-8	1	-12	-2	1	1	65*	0.6	4
O=C(N/N=C/c1cn(-c2ccccc2)nc1-c1ccc(F)cc1)c1ccc(Br)o1	-3	-2	0.9	0	-4	1	1	21	0.0	9
CC(=O)c1c(O)cc2n(c1=O)-c1ccc(Cl)cc1C2(C)C	-5	-1	1	-8	-7	1.1	1.1	-7	2.4	-3
CSc1ncc(F)c(N(CCO)CCO)n1	0	6	1.1	-2	-6	1	1.1	42	0.9	-14
COc1cccc(/C=C/C(=O)N2CCN(c3n[nH]c(=O)[nH]c3=O)CC2)c1OC	-7	-20	0.9	-16	12	1.1	0.9	2	0.0	15
Cc1ccnc2nc(C(=O)OCC(=O)NC(=O)NCc3ccco3)nn12	0	-8	0.9	-10	-6	1	1.1	-4	2.5	8
CCc1cccc(CC)c1NC(=O)c1ccccc1	-2	6	1	-20	-6	1	1.1	5	3.3	-1

Screening results as filed in PubChem.
